Screening results as filed in PubChem.
MT1-MMP act inh: inhibitors of human MT1-MMP activation; P50281; HT1080 RFP-PRO-GFP cells, GFP/RFP ratio fluorescence, overnight; percent of plate control window, DMSO zero; GFP/RFP ratio change, % at 20 µM; 360,000 compounds, 0.061% hits;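 active means GFP/RFP ratio change of at least 30% with cell ATP level not reduced by more than half and red fluorescence within 50% of control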; further: strong numbers were not always called active
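Read-out: GFP/RFP fluorescence ratio; Test system: RFP-PRO-GFP reporter HT1080 cells; Compound dosing: single-point 20 µM compound, 1% DMSO; Times: overnight compound exposure at 37 °C.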
Scp1 inh: blocks human Scp-1 phosphatase activity. Q9GZU7. Recombinant Scp1, phosphopeptide, malachite green phosphate absorbance. inhibition, % at 20 µM. 340,000 compounds, 0.88% hits;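 active means inhibition above about 50% at 20 µM, limit read from the data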;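 further: plate controls were DMSO wells with enzyme for no effect and wells lacking enzyme for full effect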
Target sequence (Q9GZU7 76-261 limits assumed): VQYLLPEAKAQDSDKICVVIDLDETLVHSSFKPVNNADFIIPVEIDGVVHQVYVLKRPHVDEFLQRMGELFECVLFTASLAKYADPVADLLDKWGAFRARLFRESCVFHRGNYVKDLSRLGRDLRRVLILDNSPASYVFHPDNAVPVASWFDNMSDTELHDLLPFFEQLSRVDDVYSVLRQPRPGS
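Test system: SCP-1 phosphatase catalytic domain, residues 76-261 | Compound dosing: One concentration, 20 µM, with 1.0% DMSO | Schedule: 45 min room-temperature reaction, 5 min colour, 30 min stabiliser | Detection: Absorbance at 630 nm | Read-out basis: % inhibition of SCP-1 phosphate liberation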
LMPTP block: blocks human LMPTP phosphatase. P24666. recombinant LMPTP-A, OMFP fluorogenic substrate, fluorescence intensity. inhibition, % at 20 µM. 360,000 compounds, 0.22% hits;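 active means compounds that cut the enzyme signal by at least half of the control window in the single-dose screen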;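 further: plate controls were DMSO wells with enzyme plus substrate for no effect and substrate without enzyme for full effect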
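Assay system: LMPTP-A enzyme. Input: 0.625 nM LMPTP-A final. Probe or stimulus: 400 µM OMFP. Compound dosing: single 20 µM dose. Schedule: 50 min dark incubation at room temperature. Detection: fluorescence intensity of OMFP turnover product. Read-out: percent inhibition versus substrate-only and uninhibited controls. Benchmarks: no-enzyme low control, uninhibited high control.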
DNMT1 inh: inhibitors of human DNMT1. inhibition (reported as % activation of signal), % at 10 µM. P26358. DNMT1 molecular beacon, Hinp1I cleavage, fluorescence. AID 588458. 360,000 compounds, 0.83% hits; in the data active means inhibition above about 50%
NadD block: inhibitors of Staphylococcus aureus NadD | purified NadD enzyme, colorimetric absorbance read-out | inhibition, % at 20 µM | 360,000 compounds, 0.78% hits | AID 602399; in the data active means inhibition above about 26%; further: some compounds past the cut are filed as inactive
SKN-1 block: blocks SKN-1 activity in C. elegans; C. elegans VP596 Pgst-4::GFP/RFP ratio, acrylamide-induced, 24 h; inhibition, % at 21.8 µM; 360,000 compounds, 0.49% hits; AID 624304;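 active means interference check ratio from 0.5 to 1.5 plus GFP to RFP signal ratio inhibition reaching or exceeding a fixed threshold, cut at about 30% in these data, passing the limit was not always enough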; further: some compounds called inactive have numbers as strong as hits
SUMO1 PPI mod: SUMO1-SIM interaction modulation; P63165; SUMO1 binding to a labelled peptide, TR-FRET, 1 h; inhibition, % at 20 µM; 360,000 compounds, 0.33% hits; AID 602429; in the data active means inhibition above about 37%
Rpn11 block: Rpn11 (human) deubiquitinase inhibition | AID 588493 | 360,000 compounds, 0.59% hits | human 26S proteasome, Ub4-pepOG fluorescence polarization; 20S core pre-blocked with epoxomicin | O00487 | calls only at 20 µM;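 active means inhibition at 20 µM, scaled to each plate's controls, above about 33%, limit read from the data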
Target sequence (O00487 whole entry, looked up): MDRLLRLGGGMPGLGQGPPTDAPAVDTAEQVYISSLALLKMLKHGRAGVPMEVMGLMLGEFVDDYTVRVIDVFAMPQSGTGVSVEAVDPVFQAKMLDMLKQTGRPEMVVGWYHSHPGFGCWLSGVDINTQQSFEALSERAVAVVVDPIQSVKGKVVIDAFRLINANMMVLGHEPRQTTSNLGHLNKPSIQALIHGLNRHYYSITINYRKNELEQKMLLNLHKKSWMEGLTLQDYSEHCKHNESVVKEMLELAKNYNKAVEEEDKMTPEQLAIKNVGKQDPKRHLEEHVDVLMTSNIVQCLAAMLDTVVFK
STEP block: inhibitors of human striatal-enriched phosphatase STEP | recombinant STEP, OMFP fluorogenic substrate, fluorescence | inhibition, % at 20 µM | 360,000 compounds, 0.25% hits | AID 588621;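 active means inhibition at 20 µM, scaled per plate between control wells, above about 37%, limit read from the data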;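 further: 0% = DMSO with enzyme and substrate and 100% = substrate only without enzyme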
Target sequence (P54829 whole entry, looked up): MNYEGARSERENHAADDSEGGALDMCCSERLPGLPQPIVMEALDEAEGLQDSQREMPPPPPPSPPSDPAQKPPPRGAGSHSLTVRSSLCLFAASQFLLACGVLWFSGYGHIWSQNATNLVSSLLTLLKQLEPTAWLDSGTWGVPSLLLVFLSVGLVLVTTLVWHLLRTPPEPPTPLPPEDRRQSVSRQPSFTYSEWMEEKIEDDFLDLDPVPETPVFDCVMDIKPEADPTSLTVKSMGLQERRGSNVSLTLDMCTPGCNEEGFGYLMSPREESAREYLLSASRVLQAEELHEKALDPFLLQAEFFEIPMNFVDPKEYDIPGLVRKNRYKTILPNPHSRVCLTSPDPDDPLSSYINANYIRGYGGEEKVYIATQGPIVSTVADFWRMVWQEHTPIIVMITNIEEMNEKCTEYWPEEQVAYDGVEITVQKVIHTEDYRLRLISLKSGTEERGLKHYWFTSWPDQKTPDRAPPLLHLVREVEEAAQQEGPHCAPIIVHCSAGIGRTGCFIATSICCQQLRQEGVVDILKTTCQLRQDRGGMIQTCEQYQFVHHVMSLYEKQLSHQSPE
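System: STEP phosphatase, cell-free reaction; Buffer or medium: Bis-Tris pH 6.0 buffer with DTT, detergent; Incubation: 20 min at room temperature, dark; Measured by: fluorescence, 480/540 nm.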
NRP1-CendR mod: modulators of CendR peptide binding to human neuropilin-1; O14786; FAM-RPARPAR peptide binding to NRP-1, fluorescence polarization; inhibition, % at 25 µM; 360,000 compounds, 0.85% hits; AID 602438;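 active means inhibition or corrected inhibition above about 18%, plus a signal ratio from 0.5 to 1.5, limit read from the data, passing the limit was not always enough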; further: strong numbers were not always called active
Starred values were filed as active, the others as inactive; i = inactive.

item | compound | MT1-MMP act inh | Scp1 inh | LMPTP block | DNMT1 inh | NadD block
1 | CCOC(=O)c1c(CN2CCN(c3ccccc3)CC2)oc2cc(Br)c(O)cc12 | -2 | -4 | -2.4 | -15 | 5
2 | Cc1ccc(C(=O)N2CCN(S(=O)(=O)c3cc(Br)ccc3Br)CC2)o1 | 12 | 68* | 0.3 | 4 | 2
3 | CN(Cc1ccc(Cl)cc1)C(=O)COC(=O)c1ccc(-c2ccc(O)cc2)cc1 | 2 | -8 | -1.7 | 32 | 11
4 | COc1ccccc1N1CC(C(=O)NC2CCCCCC2)CC1=O (stereo not given) | -3 | -10 | 1.1 | 0 | 6
5 | O=C(NCc1cccc2ccsc12)c1cccs1 | -1 | -6 | 1.6 | 5 | -6
6 | O=C(O)C1CC1(c1ccccc1)c1ccccc1 (stereo not given) | -3 | 18 | 0.5 | 0 | -1
7 | CC(=O)c1ccc(NC(=O)COC(=O)c2ccccc2Nc2ccccc2)cc1 | 4 | 2 | 1.0 | -2 | 0
8 | COCc1cc(=O)n2[nH]c(SC)nc2n1 | 0 | 0 | -2.5 | 2 | 9
9 | O=c1c2cnn(-c3ccccc3)c2ncn1Cc1cccc(Cl)c1 | 1 | -12 | 2.8 | 2 | 3
10 | CC(NC(=O)C(=O)NCCN1CCN(C(=O)c2ccccc2Br)CC1)c1ccccc1 (stereo not given) | -1 | -1 | -0.2 | 0 | 0
11 | CNC(=O)C(=O)NCC1OCCN1S(=O)(=O)c1ccc2c(c1)OCCO2 (stereo not given) | 1 | -5 | -1.3 | -2 | -4
12 | CCC1=C(OC(=O)N(CC)CC)N2C(=O)OC(=NCCOC)[C@]2(Cc2ccccc2)[C@H]2C1=CC[C@H]1C(=O)NC(=O)[C@H]12 | -5 | 2 | 0.5 | -1 | 2

item | SKN-1 block | SUMO1 PPI mod | Rpn11 block | STEP block | NRP1-CendR mod
1 | 10 | -2 | i | -2 | 6
2 | 5 | 0 | i | 2 | -13
3 | -3 | 3 | i | 1 | 1
4 | 15 | 1 | i | 0 | -10
5 | 13 | -2 | i | 1 | -2
6 | 7 | 1 | i | -1 | 7
7 | -6 | 0 | i | 0 | -5
8 | 11 | 0 | i | -1 | -4
9 | 8 | 2 | i | 0 | 2
10 | 18 | 1 | i | 0 | 8
11 | 2 | 0 | i | 0 | 0
12 | -7 | -4 | i | 1 | 25

(listing goes on)
item | compound | MT1-MMP act inh | Scp1 inh | LMPTP block | DNMT1 inh | NadD block
13 | C/C=C/C(=O)N1CC2(CC(c3cccc(NC(=O)CC(c4ccccc4)c4ccccc4)c3)=NO2)C[C@H]1C(N)=O (stereo not given in full) | 2 | -2 | 0.2 | -6 | -4
14 | Cn1c(SCC(=O)NNC(=O)Nc2ccccc2)nnc1-c1ccccc1 | 2 | -10 | -0.4 | 1 | -1
15 | O=C(NS(=O)(=O)c1ccc(Cl)s1)c1ccccc1 | -1 | 1 | -4.1 | -1 | -7
16 | CN(C(=O)COC(=O)c1ccc(=O)n(Cc2ccccc2)n1)C1CCS(=O)(=O)C1 (stereo not given) | -6 | -2 | -0.1 | 3 | 1
17 | Cc1ccc(S(=O)(=O)N2CCN(C(=O)c3nn(C(C)C)c(=O)c4ccccc34)CC2)cc1C | 2 | -12 | -1.4 | -4 | 0
18 | Cc1oc2c(cc(NS(=O)(=O)c3ccc(C(C)C)cc3)c3ccccc32)c1C(=O)O | -14 | -2 | 2.7 | -3 | 27
19 | O=C(CSc1cccc[n+]1[O-])C12CC3CC(CC(C3)C1)C2 | 5 | 1 | -1.9 | 0 | 2
20 | COc1ccc(CCNC(=O)c2cc(-c3ccccc3)c(N3CCOCC3)s2)cc1OC | -4 | -11 | 2.1 | -10 | 5
21 | O=C(NC(=S)Nc1ccc(Cc2ccncc2)cc1)c1ccc(F)cc1 | -4 | -6 | 2.3 | -9 | 4
22 | O=S(=O)(c1cccs1)N1CCN(c2ccc(O)cc2)CC1 | -2 | -14 | -2.4 | 1 | 0
23 | Cc1cccc(CN2CCC(n3nccc3NC(=O)c3ccccc3C)CC2)n1 | 2 | -5 | -0.3 | 0 | 3
24 | Cn1ccnc1Sc1ccc(/C=N/NC(=O)c2ccccc2O)cc1[N+](=O)[O-] | 6 | -2 | -1.3 | 2 | 4

item | SKN-1 block | SUMO1 PPI mod | Rpn11 block | STEP block | NRP1-CendR mod
13 | 14 | 2 | i | -2 | 9
14 | 14 | -2 | i | -1 | 5
15 | 5 | 0 | i | -2 | 1
16 | -1 | -1 | i | -1 | 5
17 | -2 | 1 | i | -2 | -1
18 | 4 | 1 | i | 2 | 85
19 | -9 | -2 | i | -1 | 0
20 | 1 | -1 | i | 0 | 5
21 | 12 | 6 | i | 6 | -10
22 | -1 | 3 | i | 2 | 9
23 | -6 | 3 | i | 4 | -3
24 | -6 | -4 | i | 0 | 3

3 compounds from above, ordered by the value under NRP1-CendR mod, falling:
item | compound | MT1-MMP act inh | Scp1 inh | LMPTP block | DNMT1 inh | NadD block
22 | O=S(=O)(c1cccs1)N1CCN(c2ccc(O)cc2)CC1 | -2 | -14 | -2.4 | 1 | 0
24 | Cn1ccnc1Sc1ccc(/C=N/NC(=O)c2ccccc2O)cc1[N+](=O)[O-] | 6 | -2 | -1.3 | 2 | 4
3 | CN(Cc1ccc(Cl)cc1)C(=O)COC(=O)c1ccc(-c2ccc(O)cc2)cc1 | 2 | -8 | -1.7 | 32 | 11

item | SKN-1 block | SUMO1 PPI mod | Rpn11 block | STEP block | NRP1-CendR mod
22 | -1 | 3 | i | 2 | 9
24 | -6 | -4 | i | 0 | 3
3 | -3 | 3 | i | 1 | 1

New compounds follow:
item | compound | MT1-MMP act inh | Scp1 inh | LMPTP block | DNMT1 inh | NadD block
25 | COCCn1c(SCC(=O)Nc2ccc(S(=O)(=O)N3CCOCC3)cc2)nc2ccccc21 | -7 | -2 | 1.4 | -2 | 6
26 | Cc1ccc(-n2nnnc2SCC(=O)NC(=O)Nc2ccc3c(c2)OCCO3)cc1 | -5 | 7 | 2.1 | -2 | -1
27 | O=C(c1ccc2c(c1)OCCO2)N1CCCC(CNS(=O)(=O)c2cccs2)C1 (stereo not given) | -2 | 49 | -0.6 | -4 | -3
28 | CC(=O)NC(CC(=O)OCC(=O)N1CCN(S(=O)(=O)c2ccc(C)cc2C)CC1)c1ccccc1 (stereo not given) | 6 | 4 | -0.8 | 0 | -1
29 | O=C(CN1CCOCC1)N/N=C/c1ccc(-c2ccc(C(=O)O)cc2)o1 | -3 | 30 | -3.8 | 4 | -3
30 | CC(C)c1nc(SCC(=O)Nc2ccc(N(C)C)cc2)c2ccccc2n1 | -2 | -1 | 1.6 | -4 | 4
31 | COc1ccc(C(=O)Nc2ccccn2)cc1S(=O)(=O)N1CCOCC1 | 0 | -2 | -2.6 | 1 | -1
32 | O=C(C1CCCO1)N1CCN(c2ncccn2)CC1 (stereo not given) | -1 | 5 | -1.2 | 1 | -2
33 | CCCc1cc(=O)oc2c3c(cc(OCC(=O)NCc4ccccn4)c12)OC(C)(C)CC3 | 7 | 1 | -0.5 | -4 | -2
34 | O=Cc1ccc(C(=O)OCC(=O)NCCC2=CCCCC2)cc1 | 0 | -4 | -0.6 | -1 | 3
35 | NC(=O)C1CCN(S(=O)(=O)c2ccccc2[N+](=O)[O-])CC1 | 2 | -4 | -1.4 | 0 | 0
36 | CCOc1ccc(NC(=O)C2CCCN2C(=O)OCc2ccccc2)cc1 (stereo not given) | -1 | -3 | 0.2 | 2 | 8

item | SKN-1 block | SUMO1 PPI mod | Rpn11 block | STEP block | NRP1-CendR mod
25 | 11 | -6 | i | 15 | -8
26 | 5 | 4 | i | 0 | 7
27 | -2 | -1 | i | -5 | 12
28 | 11 | -1 | i | 1 | -2
29 | 0 | -15 | i | 0 | -11
30 | 1 | 0 | i | -1 | 4
31 | -10 | 6 | i | 0 | 2
32 | -2 | -2 | i | -2 | 9
33 | -7 | 2 | i | 1 | -2
34 | -2 | -1 | i | 0 | 1
35 | -7 | -4 | i | 0 | -2
36 | 11 | -5 | i | 2 | -2

(continued)
item | compound | MT1-MMP act inh | Scp1 inh | LMPTP block | DNMT1 inh | NadD block
37 | Cn1nccc1NS(=O)(=O)c1ccc(C(C)(C)C)cc1 | 5 | 2 | -1.4 | 0 | -4
38 | O=C(COc1ccc(Br)cc1CO)Nc1ccccc1 | -2 | -9 | -1.1 | 21 | 7
39 | Cc1nc2n(n1)CC(O)CS2 (stereo not given) | -1 | 0 | 0.2 | 0 | 3
40 | C=CCn1c(NC(=O)c2ccc(C)cc2)nc2ccccc21 | 3 | -9 | 1.2 | -12 | -2
41 | CC(=O)OCc1cc(-c2nn(C)c(=O)c3ccccc23)ccc1C | 2 | -2 | -0.2 | -4 | 1
42 | CN(C)CC(=O)Nc1ccc2cn[nH]c2c1 | -9 | -5 | -0.1 | 1 | -4
43 | CCN(CC(=O)Nc1ccc(S(=O)(=O)N2CCCC2)cc1)CC(=O)Nc1ccccc1C(F)(F)F | -2 | -7 | 1.0 | -4 | -2
44 | O=C(CCCOc1ccc(Cl)cc1Cl)n1nnc2ccccc21 | 3 | -11 | 0.3 | 1 | 5
45 | Cc1ccc(C(=O)O/N=C(\N)c2ccc(Br)cc2)cc1 | 0 | 36 | 1.9 | 6 | 4
46 | COc1ccccc1OCCOCCOc1ccc(C)cc1[N+](=O)[O-] | 2 | -11 | 0.1 | -1 | -2
47 | OCCNCCOc1ccccc1-c1ccccc1 | 3 | -5 | -1.9 | 4 | -4
48 | Nc1ccc2c(c1)N1CCN=C1S2 | 0 | -5 | 12 | -9 | 3
49 | C[C@@H]1C=C(C(=O)NCc2ccccc2)O[C@H](OCc2ccc(CO)cc2)C1 | 1 | 0 | -0.6 | 3 | -2
50 | CN1CCN(C(=O)CCCN2C(=O)/C(=C/c3ccc(Cl)cc3)SC2=S)CC1 | 1 | -7 | -6.5 | 3 | -7
51 | CCn1c(C)c(C)c2cc(C(=O)NC3CCCCCC3)ccc21 | 1 | -2 | 1.1 | -2 | -1

item | SKN-1 block | SUMO1 PPI mod | Rpn11 block | STEP block | NRP1-CendR mod
37 | 5 | 4 | i | -2 | 11
38 | 14 | -1 | i | -3 | -6
39 | 3 | -2 | i | -1 | -19
40 | 0 | -11 | i | 2 | 13
41 | 7 | -1 | i | 2 | -12
42 | 1 | 0 | i | -3 | 11
43 | 9 | 5 | i | -3 | 5
44 | 1 | 2 | i | 2 | -3
45 | 1 | 0 | i | 1 | -13
46 | 16 | -7 | i | 0 | 4
47 | 8 | -2 | i | -4 | 7
48 | -15 | -2 | i | -4 | 10
49 | -2 | 2 | i | -1 | 16
50 | 7 | -37 | i | 3 | 0
51 | 21 | -1 | i | 5 | 0

Values by screen from the entries so far.
Compounds 37 to 45 in Rpn11 block, in turn: i, i, i, i, i, i, i, i, i

No enrichment for hits. Share with any hit: about 3.9%.
